# TcdB GH inh = blocks C. difficile toxin B glycohydrolase activity; P18177; TcdB glycohydrolase enzymatic assay, plate reader; inhibition, % at 9.99 µM; 350,000 compounds, 0.24% hits; AID 652162; in the data active means inhibition above about 10%
# BioA inh = BioA (M. tuberculosis) enzyme inhibition; inhibition, % at 9.99 µM; purified M. tuberculosis BioA enzyme, plate reader; 360,000 compounds, 0.096% hits; in the data active means inhibition above about 40%
# An asterisk follows results filed as active.
SMILES,TcdB GH inh,BioA inh
C[C@@H]1CN([C@H](C)CO)C(=O)c2cc(NS(=O)(=O)c3cn(C)cn3)ccc2O[C@H]1CN(C)CC1CC1,-3.0,-2.9
O=C(C[C@H]1CC[C@H](NC(=O)Nc2cc(F)ccc2F)[C@@H](CO)O1)NCc1ccncn1,-0.5,-2.4
C[C@@H]1CN([C@@H](C)CO)C(=O)c2cc(-c3cccnc3)cnc2O[C@H]1CN(C)C(=O)Nc1ccc(C(F)(F)F)cc1,0.8,3.4
C[C@@H]1CN([C@@H](C)CO)C(=O)c2cc(C#CC3(O)CCCC3)cnc2O[C@H]1CN(C)C(=O)CC1CC1,0.5,0.9
CC(C)NC(=O)N(C)C[C@@H]1Oc2ccc(NC(=O)CCC(F)(F)F)cc2CC(=O)N([C@@H](C)CO)C[C@H]1C,0.1,-0.3
CCCNC(=O)N[C@@H]1CC[C@H](CCn2cc(C3CC3)nn2)O[C@@H]1CO,0.3,-1.9
C[C@@H]1CN([C@H](C)CO)C(=O)c2cc(NC(=O)CCCN(C)C)ccc2O[C@@H]1CN(C)CC1CCCCC1,-0.3,-1.0
CC(C)NC(=O)N(C)C[C@@H]1OCCCC[C@@H](C)Oc2ccc(NS(=O)(=O)c3ccc(Cl)cc3)cc2C(=O)N([C@@H](C)CO)C[C@@H]1C,3.5,-0.7
C[C@@H]1CN([C@@H](C)CO)C(=O)c2cccc(NC(=O)c3ccncc3)c2O[C@@H]1CN(C)C,-1.0,1.2
CC(C)CC#Cc1ccc2c(c1)O[C@@H](CN(C)C(=O)c1ccccc1F)[C@@H](C)CN([C@H](C)CO)S2(=O)=O,-0.3,4.8
Cc1noc(C)c1NC(=O)N(C)C[C@@H]1Oc2ccc(NC(=O)NC3CCCCC3)cc2C(=O)N([C@@H](C)CO)C[C@H]1C,0.1,0.1
C[C@@H]1CN([C@H](C)CO)C(=O)Cc2cc(NS(=O)(=O)c3ccc(F)cc3)ccc2O[C@@H]1CN(C)C(=O)Nc1ccccc1,-0.4,7.4
CCCNC(=O)C[C@H]1CC[C@@H]2[C@H](COC[C@H](O)CN2S(=O)(=O)c2ccccc2F)O1,0.9,0.4
C[C@@H]1CN([C@H](C)CO)C(=O)c2cccc(NS(C)(=O)=O)c2O[C@@H]1CN(C)C(=O)NC1CCCCC1,-0.5,-0.9
C[C@H](CO)N1C[C@H](C)[C@@H](CN(C)CC2CCCC2)Oc2cc(C#CC3CC3)ccc2S1(=O)=O,0.2,-2.4
COc1ccc(CN(C)C[C@H]2Oc3ccc(NC(=O)C4CCCCC4)cc3C(=O)N([C@H](C)CO)C[C@@H]2C)cc1,-0.7,0.5
COc1ccc(C#Cc2cnc3c(c2)C(=O)N([C@H](C)CO)C[C@H](C)[C@H](CN(C)CC2CCCC2)O3)cc1,0.1,2.1
C[C@@H]1CN([C@H](C)CO)C(=O)c2cc(NC(=O)CCCN(C)C)ccc2O[C@@H]1CN(C)Cc1ccc(-c2ccccc2)cc1,0.1,-2.9
CN(C)C(=O)[C@H]1[C@H](CO)[C@H]2Cn3c(ccc(-c4ccccc4)c3=O)[C@@H]1N2CC1CCCC1,-0.1,0.0
O=C(c1ccc(F)cc1)N1CCCCN2[C@H](CO)[C@@H](c3ccc(-c4ccccc4)cc3)[C@@H]2C1,-0.8,0.0
CN1C(=O)c2cc(NC(=O)Nc3ccc(F)cc3)ccc2OC[C@@H]2O[C@H](CC(=O)NC3CCC3)CC[C@@H]21,0.1,0.0
C[C@@H]1CN([C@H](C)CO)C(=O)c2cc(NC(=O)CCCN(C)C)ccc2O[C@H]1CN(C)S(=O)(=O)c1cccs1,-0.2,14
CCCNC(=O)N1C[C@H](C)[C@H](OC)CN(C)C(=O)c2ccc(NC(C)=O)cc2OC[C@@H]1C,-2.3,1.5
C/C=C/c1ccc2c(c1)O[C@@H](CN(C)C(=O)c1ccc(F)cc1)[C@H](C)CN([C@@H](C)CO)S2(=O)=O,0.9,0.6
O=C(C[C@@H]1CC[C@H]2[C@@H](COC[C@@H](O)CN2Cc2ccc(Cl)cc2)O1)Nc1nccs1,0.3,0.9
CCNC(=O)C[C@@H]1CC[C@@H]2[C@H](COc3ccc(NC(=O)Nc4cccc(C)c4)cc3C(=O)N2C)O1,1.9,0.1
C[C@H]1CCCCO[C@@H](CN(C)Cc2ccncc2)[C@@H](C)CN([C@@H](C)CO)C(=O)c2cc(NC(=O)c3ccccc3)ccc2O1,1.2,0.4
C[C@H]1CCCCO[C@@H](CN(C)Cc2ccncc2)[C@@H](C)CN([C@@H](C)CO)C(=O)c2cc(NS(=O)(=O)c3ccccc3)ccc2O1,-2.8,-1.4
COc1ccc(CN2C[C@@H](C)[C@@H](OC)CN(C)C(=O)c3ccc(NC(C)=O)cc3OC[C@H]2C)cc1,1.2,3.3
C[C@H](CO)N1C[C@H](C)[C@@H](CN(C)CC2CCCCC2)OCCCC[C@H](C)Oc2ccc(NS(=O)(=O)c3ccc(F)cc3)cc2C1=O,-0.1,7.8

# In a second layout: entries from further up
compound	TcdB GH inh	BioA inh
C[C@H](CO)N1C[C@H](C)[C@@H](CN(C)CC2CCCC2)Oc2cc(C#CC3CC3)ccc2S1(=O)=O	0.2	-2.4
COc1ccc(CN(C)C[C@H]2Oc3ccc(NC(=O)C4CCCCC4)cc3C(=O)N([C@H](C)CO)C[C@@H]2C)cc1	-0.7	0.5

# Next section.
SMILES,TcdB GH inh,BioA inh
COc1ccc(NC(=O)Nc2cccc3c2O[C@H](CN(C)C(=O)Nc2ccc(F)cc2)[C@H](C)CN([C@H](C)CO)C3=O)cc1,-0.9,-3.6
CN(C)C(=O)C[C@H]1C=C[C@@H](NS(=O)(=O)c2ccccc2)[C@@H](CO)O1,0.4,-1.5
Cc1noc(C)c1S(=O)(=O)Nc1ccc2c(c1)C(=O)N([C@@H](C)CO)C[C@H](C)[C@H](CN(C)Cc1ccc(C(F)(F)F)cc1)O2,0.4,-2.1
O=C(C[C@@H]1CC[C@@H](NC(=O)Cc2cccnc2)[C@@H](CO)O1)NCc1ccc2c(c1)OCO2,-0.4,1.9
C[C@@H]1CN([C@@H](C)CO)C(=O)c2cc(NC(=O)Nc3ccc4c(c3)OCO4)ccc2O[C@@H](C)CCCCO[C@@H]1CN(C)C(=O)Cc1ccccc1,0.5,-3.5
C[C@@H]1CCCCO[C@H](CN(C)C(=O)Nc2ccc(F)cc2)[C@@H](C)CN([C@@H](C)CO)C(=O)c2cc(NS(=O)(=O)c3cn(C)cn3)ccc2O1,0.8,0.7
O=C(CN1CCOCC1)N1CC[C@H]2[C@H](CO)Nc3ccc(-c4ccc(F)cc4)cc3[C@H]21,5.2,3.7
COc1ccc(NC(=O)Nc2ccc3c(c2)C(=O)N([C@H](C)CO)C[C@@H](C)[C@H](CN(C)C(=O)C2CCCCC2)OCCCC[C@H](C)O3)cc1,-2.9,-4.6
C[C@H](O)C#Cc1ccc2c(c1)O[C@H](CN(C)C(=O)Cc1ccccn1)[C@@H](C)CN([C@@H](C)CO)S2(=O)=O,0.6,-0.6
COCC#Cc1ccc([C@@H]2[C@H]3CN(S(=O)(=O)c4ccccc4C)CCCCN3[C@H]2CO)cc1,0.3,-3.8
C[C@@H]1CCCCO[C@H](CN(C)Cc2ccc3c(c2)OCO3)[C@H](C)CN([C@@H](C)CO)C(=O)c2cc(NC(=O)CCCN(C)C)ccc2O1,0.8,-2.0
CN(C)CC(=O)Nc1ccc2c(c1)[C@H]1C[C@H](CC(=O)NC3CCCC3)O[C@@H](CO)[C@H]1O2,0.5,-2.6
CCCN1[C@@H]2c3ccc(C4=CCCC4)c(=O)n3C[C@H]1[C@H](CO)[C@H]2C(=O)NCc1ccccn1,-8.7,-2.2
C[C@@H]1CN([C@H](C)CO)S(=O)(=O)c2ccc(C3=CCCCC3)cc2O[C@@H]1CN(C)Cc1ccccc1,-4.2,-1.2
C=CCOC(=O)[C@@H]1[C@H]2C(=O)O[C@H](c3ccccc3)[C@H](c3ccccc3)N2[C@H](c2ccc(OCCOC(=O)[C@@H]3C[C@@H]4C(=O)N[C@@H](CCCCNC(C)=O)C(=O)N4[C@@H]3c3ccc(O)cc3)cc2)[C@@]12C(=O)Nc1ccc(I)cc12,0.4,-1.7

# Part of the list above in another layout:
molecule	TcdB GH inh	BioA inh
C[C@H](O)C#Cc1ccc2c(c1)O[C@H](CN(C)C(=O)Cc1ccccn1)[C@@H](C)CN([C@@H](C)CO)S2(=O)=O	0.6	-0.6
COCC#Cc1ccc([C@@H]2[C@H]3CN(S(=O)(=O)c4ccccc4C)CCCCN3[C@H]2CO)cc1	0.3	-3.8
C[C@@H]1CCCCO[C@H](CN(C)Cc2ccc3c(c2)OCO3)[C@H](C)CN([C@@H](C)CO)C(=O)c2cc(NC(=O)CCCN(C)C)ccc2O1	0.8	-2.0
CN(C)CC(=O)Nc1ccc2c(c1)[C@H]1C[C@H](CC(=O)NC3CCCC3)O[C@@H](CO)[C@H]1O2	0.5	-2.6
CCCN1[C@@H]2c3ccc(C4=CCCC4)c(=O)n3C[C@H]1[C@H](CO)[C@H]2C(=O)NCc1ccccn1	-8.7	-2.2
C[C@@H]1CN([C@H](C)CO)S(=O)(=O)c2ccc(C3=CCCCC3)cc2O[C@@H]1CN(C)Cc1ccccc1	-4.2	-1.2
C=CCOC(=O)[C@@H]1[C@H]2C(=O)O[C@H](c3ccccc3)[C@H](c3ccccc3)N2[C@H](c2ccc(OCCOC(=O)[C@@H]3C[C@@H]4C(=O)N[C@@H](CCCCNC(C)=O)C(=O)N4[C@@H]3c3ccc(O)cc3)cc2)[C@@]12C(=O)Nc1ccc(I)cc12	0.4	-1.7

# Remaining list, next part:
SMILES,TcdB GH inh,BioA inh
CC(C)C#Cc1ccc2c(c1)O[C@@H](CN(C)Cc1ccccc1)[C@@H](C)CN([C@H](C)CO)S2(=O)=O,-0.4,0.2
C[C@@H]1CCCCO[C@@H](CN(C)S(=O)(=O)c2ccccc2)[C@H](C)CN([C@@H](C)CO)C(=O)c2cc(NC(=O)Nc3ccccc3)ccc2O1,-1.9,-1.5
CCN1C[C@@H](C)[C@H](OC)CN(C)C(=O)c2cc(NC(=O)c3ccno3)ccc2OC[C@H]1C,-0.9,6.7
COc1ccc(C#Cc2ccc([C@@H]3[C@@H](CO)N4CCCCN(C(=O)Cc5ccncc5)C[C@@H]34)cc2)cc1,-2.1,-1.6
C[C@H]1CN([C@@H](C)CO)S(=O)(=O)c2ccc(-c3ccncc3)cc2O[C@H]1CN(C)C(=O)Nc1ccc(F)cc1,0.0,12
CNC[C@H]1OCCCC[C@H](C)Oc2ccc(NC(=O)NC(C)C)cc2C(=O)N([C@H](C)CO)C[C@@H]1C,-0.1,-1.4
O=C(C[C@H]1CC[C@@H]2[C@H](COC[C@H](O)CN2Cc2cc(F)ccc2F)O1)N1CCc2ccccc2C1,-1.3,0.4
Cc1ccc(S(=O)(=O)N(C)C[C@H]2Oc3c(NC(=O)c4nc5ccccc5s4)cccc3C(=O)N([C@H](C)CO)C[C@H]2C)cc1,1.0,-1.2
C[C@H](CO)N1C[C@H](C)[C@@H](CN(C)C(=O)Nc2ccc3c(c2)OCO3)OCCCC[C@H](C)Oc2ccc(NC(=O)Nc3ccc(C(F)(F)F)cc3)cc2C1=O,0.2,-0.7
Cc1ccc(S(=O)(=O)Nc2ccc3c(c2)CC(=O)N([C@@H](C)CO)C[C@H](C)[C@@H](CN(C)Cc2ccccc2)O3)cc1,-0.2,0.0
O=C(C[C@H]1CC[C@@H]2[C@H](COC[C@@H](O)CN2Cc2ccc3c(c2)OCO3)O1)N1CCOCC1,0.3,0.6
Cc1noc(C)c1NC(=O)N(C)C[C@@H]1Oc2ccc(NC(=O)C3CC3)cc2CC(=O)N([C@@H](C)CO)C[C@@H]1C,-2.5,1.3
COc1ccc(NC(=O)Nc2ccc3c(c2)C(=O)N([C@@H](C)CO)C[C@@H](C)[C@H](CN(C)C(=O)NC(C)C)OCCCC[C@H](C)O3)cc1,-1.4,2.3
COc1ccc(S(=O)(=O)N2CCCCN3[C@H](CO)[C@@H](c4ccc(C#CC(C)C)cc4)[C@@H]3C2)cc1,-0.9,-2.7
Cc1ccc(S(=O)(=O)N[C@H]2CC[C@@H](CCn3cc(C4(O)CCCC4)nn3)O[C@H]2CO)cc1,0.8,0.9
Cc1ccc(S(=O)(=O)N[C@@H]2CC[C@@H](CCNS(=O)(=O)Cc3ccccc3)O[C@H]2CO)cc1,0.0,-4.1
C[C@H](CO)N1C[C@H](C)[C@H](CN(C)Cc2ccc(-c3ccccc3)cc2)Oc2c(NC(=O)c3ccc(-c4nccs4)cc3)cccc2C1=O,0.4,-0.5
COc1cccc(S(=O)(=O)N(C)C[C@H]2Oc3ncc(C#CC(C)C)cc3C(=O)N([C@@H](C)CO)C[C@H]2C)c1,0.6,0.1
C[C@H](CO)N1C[C@H](C)[C@H](CN(C)C(=O)Nc2ccccc2F)Oc2ncc(-c3ccc(F)cc3)cc2C1=O,0.8,-0.3
C[C@H](CO)N1C[C@H](C)[C@H](CN(C)C(=O)Cc2ccccc2)Oc2cc(-c3cncnc3)ccc2S1(=O)=O,0.8,-2.3
C[C@@H]1CN([C@@H](C)CO)C(=O)c2cc(NS(=O)(=O)c3ccc(F)cc3)ccc2O[C@@H]1CN(C)Cc1ccc(C(=O)Nc2ccccc2N)cc1,0.8,-2.9
Cc1ccc(S(=O)(=O)Nc2cccc3c2O[C@H](CN(C)C)[C@@H](C)CN([C@@H](C)CO)C3=O)cc1,0.1,0.4
C[C@@H]1CN([C@H](C)CO)C(=O)c2cccc(NC(=O)Nc3ccc(F)cc3)c2O[C@@H]1CN(C)CC1CCCCC1,0.2,0.0
C[C@H](CO)N1C[C@H](C)[C@H](CN(C)S(=O)(=O)c2ccc(F)cc2)Oc2ccc(NC(=O)CCN3CCOCC3)cc2CC1=O,-0.6,0.0
CCCC(=O)Nc1ccc2c(c1)OC[C@H](C)N(Cc1cncnc1)C[C@H](C)[C@H](OC)CN(C)C2=O,0.2,-2.8
CCNC(=O)C[C@@H]1CC[C@H]2[C@H](COc3ccc(NC(=O)Nc4cccc(F)c4)cc3C(=O)N2C)O1,-0.5,8.2
COc1cccc(C#Cc2ccc([C@@H]3[C@@H](C#N)N(C(=O)C4CCC4)[C@@H]3CO)cc2)c1,0.4,-4.5
CCCN(C)C[C@H]1Oc2cc(Br)ccc2S(=O)(=O)N([C@@H](C)CO)C[C@H]1C,0.8,-1.1

# Some of the compounds tested; the hit share may differ from the screen's.
